# APEX1 inh = blocks human APE1 abasic DNA cleavage; P27695; 0.35% of 350,000 active; Potency, µM (titrated, usually from 65.8 µM), for inactives: at the highest dose activity change, negative = inhibition, actives largely listed as inhibitors; recombinant APE1, TAMRA/BHQ-2 abasic DNA cleavage fluorescence; AID 2517;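 also: potency is read from the fitted curve at half-maximal effect; plate controls were vehicle for no effect and reference inhibitor for full effect; nearly all actives have a fitted effect of over 55% in size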
#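 APE1 at 0.75 nM final was preincubated with compound 15 min at room temperature, then 50 nM double-stranded THF abasic-site substrate (5'-TAMRA/3'-BHQ-2) was added. Fluorescence (ex 525/em 598 nm) was read kinetically; third-minus-first read gave activity.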
# POLH inh = DNA polymerase eta (human) inhibition. Q9Y253. recombinant Pol eta, fluorescent DNA replication assay. Potency, µM (series often up to 114 µM), inactives show top-dose activity change, negative = inhibition, most hits filed as inhibitors. 1.2% of 390,000 active. AID 588591; also: potency is read from the fitted curve at half-maximal effect; % is scaled to controls: 0 for no effect and ±100 for the full control effect
#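 Fluorescent replication assay: 50 nM final substrate added after a 15 min room-temperature compound preincubation with 10 nM enzyme. Signal taken at 0 min and again at 10 min.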
# Anesthetic bind = candidate novel general anesthetic via apoferritin binding | 0.074% of 350,000 active | AID 485281 | apoferritin/1-aminoanthracene competitive binding, fluorescence | Potency, µM (series often up to 77.5 µM), for inactives: at the top dose activity change, negative = displacement, actives largely listed as inhibitors; also: potency is read from the fitted curve at half-maximal effect; % is scaled to controls: 0 for no effect and ±100 for the full control effect; nearly all actives have a fitted effect of over 20% in size
#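 Steps: apoferritin (10 uM) was premixed with half-saturated 1-AMA in PBS, compounds were pin-transferred, plates stood 10 min at room temperature, fluorescence was read at 380/535 nm, and curves were fitted with a Hill equation.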
# RGS4 inh = blocks human RGS4-accelerated GTP hydrolysis; P49798; Transcreener GDP fluorescence polarization, RGS4-accelerated GTP hydrolysis; Potency, µM (top dose mostly 114 µM), for inactives: at the highest dose activity change, negative = inhibition, usual class: inhibitors; 0.039% of 390,000 active; AID 504845; also: potency is read from the fitted curve at half-maximal effect; % is scaled to controls: 0 for no effect and ±100 for the full control effect; nearly all actives have a fitted effect of over 75% in size; some results filed as inactive show a strong effect at the top dose
# Target sequence (P49798 whole entry, looked up): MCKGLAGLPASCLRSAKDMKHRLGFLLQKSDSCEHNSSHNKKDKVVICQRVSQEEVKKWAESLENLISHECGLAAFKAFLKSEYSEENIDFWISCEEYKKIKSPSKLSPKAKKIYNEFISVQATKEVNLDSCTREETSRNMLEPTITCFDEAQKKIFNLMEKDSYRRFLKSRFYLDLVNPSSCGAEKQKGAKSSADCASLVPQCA
#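 MLSMR compounds (23 nl, pin-transferred) preincubated 10 min at room temperature with a 500nM (2x) first reagent, then RGS4 at 900nM (2x) plus Transcreener GDP mix added; fluorescence polarization (620/688 nm) read before and after 90 min at 30 °C.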
# Pol kappa inh = blocks human DNA polymerase kappa activity; Potency, µM (top dose mostly 107 µM), for inactives: at the top dose activity, negative = inhibition, actives largely listed as inhibitors; purified Pol kappa, fluorescent DNA synthesis assay, 10 min; 0.53% of 400,000 active; Q9UBT6; also: potency is read from the fitted curve at half-maximal effect; % is scaled to controls: 0 for no effect and ±100 for the full control effect
# Target sequence (Q9UBT6 whole entry, looked up): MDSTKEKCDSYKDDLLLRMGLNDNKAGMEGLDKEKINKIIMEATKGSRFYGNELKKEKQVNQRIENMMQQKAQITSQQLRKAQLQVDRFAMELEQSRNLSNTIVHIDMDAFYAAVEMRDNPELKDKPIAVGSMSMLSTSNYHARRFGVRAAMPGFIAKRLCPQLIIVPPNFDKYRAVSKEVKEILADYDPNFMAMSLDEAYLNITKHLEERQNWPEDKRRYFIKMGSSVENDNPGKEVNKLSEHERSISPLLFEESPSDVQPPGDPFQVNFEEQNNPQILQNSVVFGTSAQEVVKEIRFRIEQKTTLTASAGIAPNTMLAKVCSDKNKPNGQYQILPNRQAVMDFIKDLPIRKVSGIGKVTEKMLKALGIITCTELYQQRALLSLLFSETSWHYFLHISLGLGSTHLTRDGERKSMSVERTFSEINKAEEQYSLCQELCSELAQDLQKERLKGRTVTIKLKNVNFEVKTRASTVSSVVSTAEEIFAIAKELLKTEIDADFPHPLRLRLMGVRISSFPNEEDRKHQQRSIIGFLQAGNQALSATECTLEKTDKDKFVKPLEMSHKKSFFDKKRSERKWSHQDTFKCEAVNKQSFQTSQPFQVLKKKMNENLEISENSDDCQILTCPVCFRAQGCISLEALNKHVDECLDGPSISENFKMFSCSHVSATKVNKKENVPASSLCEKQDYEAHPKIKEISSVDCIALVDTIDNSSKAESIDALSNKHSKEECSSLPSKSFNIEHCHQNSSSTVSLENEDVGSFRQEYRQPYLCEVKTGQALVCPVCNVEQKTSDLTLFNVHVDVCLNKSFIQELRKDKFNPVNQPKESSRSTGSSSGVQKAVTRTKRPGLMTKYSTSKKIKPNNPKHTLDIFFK
#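 Kinetic fluorescence screen: compound preincubated 15 min RT with 10 nM enzyme; 50 nM substrate (final) initiates; reads at 0/10 min.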
# POLB inh = DNA polymerase beta (human) inhibition; P06746; Pol beta primer extension/strand displacement, fluorescence kinetic; Potency, µM (top dose mostly 114 µM), for the others: at the highest dose activity change, negative = inhibition, most hits filed as inhibitors; 1.3% of 340,000 active; AID 485314; also: potency is read from the fitted curve at half-maximal effect; % is scaled to controls: 0 for no effect and ±100 for the full control effect
#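 Human Pol beta at 10 nM; strand-displacement substrate 50 nM final. Compound exposure 15 min at room temperature before start, reaction 10 min at room temperature.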
# 12-LOX inh = ALOX12 (human) lipoxygenase inhibition; AID 1671190; 1.1% of 580,000 active; purified 12hLO, xylenol orange hydroperoxide absorbance; Potency, µM (top dose mostly 108 µM), inactives show top-dose activity change, negative = inhibition, usual class: inhibitors; also: potency is read from the fitted curve at half-maximal effect; % is scaled to controls: 0 for no effect and ±100 for the full control effect
#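 Purified human 12hLO (150 nM final) in 25 mM Hepes, 0.01% Triton X-100, pH 7.0 was preincubated 15 min at room temperature with compound. Then 40 uM arachidonic acid was added, 30 min. Hydroperoxide was read by Fe-XO absorbance ratio 573/405 nm.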
# ERG Ets-DNA blk = inhibitors of human ERG Ets domain-DNA interaction. 0.028% of 370,000 active. fluorescence polarization, His-ERG Ets domain / labelled DNA. Potency, µM (doses to about 76.9 µM), for inactives: at the highest dose FP activity, negative = inhibition, actives largely listed as inhibitors; active = well fitted inhibition curve with a large enough effect in the polarisation, with a control signal flat; inconclusive = small, poorly fitted or top-dose-only effect, or effect the other way, or a change in a side signal; inactive = no such curve, though single readings can be large or run the other way; the % refers to the polarisation;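 also: polarization taken with two DNA probes labelled with fluorescein and Texas red; potency is read from the fitted curve at half-maximal effect; % of control where 0% means no effect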
#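 His-tagged ERG Ets domain (1 uM in the protein solution; 300mM KCl, 50mM Tris-HCl, 1mM EDTA, 1mM DTT, pH 7.5) received compound, then a probe mix of 5 nM fluorescein-DNA and 100nM Texas-615-DNA. Fluorescence polarization was read for both dyes.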
# LDHA inh = LDHA (human) enzyme inhibition; purified LDHA, NADH/diaphorase-resazurin fluorescence; stronger effect = lower value; activity change, % (values are at about 110 or 230 µM); 0.15% of 480,000 active; in the data active = activity change below about -30%; inconclusive = mostly about -25% to -30%;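 also: plate controls were DMSO wells for no effect and wells without enzyme for full effect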
#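 Remaining NADH was detected by diaphorase (0.133 mg/mL) converting 37 µM resazurin to fluorescent resorufin, read at 0 and 20 minutes. The preceding 5-minute room-temperature reaction used 2 nM LDHA, 0.2 mM sodium pyruvate and 0.06 mM NADH at pH 7.4.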
# Numbers without * were called inactive; ? = inconclusive; / = not tested or not shown; & = joins results of further samples; [ ] = dose if it differs, or a comment. Unless noted, calls follow the shape of the dose curve; as a rule, active = well fitted curve in the direction sought with a large enough effect; inconclusive = small, poorly fitted or top-dose-only effect, or another doubt; inactive = no such curve, though single readings can be large; an effect the other way counts as inactive or inconclusive. Only part of the results is shown (hit frequency here may not be typical).
# Under each structure: APEX1 inh	POLH inh	Anesthetic bind	RGS4 inh	Pol kappa inh	POLB inh	12-LOX inh	ERG Ets-DNA blk	LDHA inh
> N#CCSCC(=O)Nc1ccc(F)cc1
 : 2%	-1%	-5%	-14%	-15%	14%	1%	1%	-3
> Cc1cc(C)c(Cn2c3ccccc3c3cnn(CC(=O)NCCCc4ccccc4)c(=O)c32)c(C)c1
 : /	-19%	-16%	-15%	-8%	-22%	-19%	-3%	-14
> CC(C)C[C@H](NC(=O)N1CC(=O)Nc2ccccc21)C(=O)N[C@H](Cc1c[nH]c2ccccc12)C(=O)O
 : 14%	-8%	-11%	24%	1%	13%	-3%	5%	-6
> CC1(C2(O)CCCCC2)NCCc2ccccc21 (centres undefined)
 : 26%	-11%	/	-15%	-3%	/	?	-3%	-12
> COc1cccc(NC(=O)CSc2nnc(-c3ccoc3C)n2C)c1
 : -4%	-26%	4%	-2%	7%	24%	-2%	-12%	-5
> Cc1ccc(NC(=O)OCc2ccccc2S(C)=O)cc1 (centres undefined)
 : 11%	-5%	-1%	6%	-4%	49%	6%	0%	-7
> CCN(CC)CCCOc1ccc(C)cc1Br
 : 4%	3%	-8%	7%	2%	-26%	?	-8%	-17
> C/C(=N\OCc1ccc(C#N)cc1)c1ccc(S(=O)(=O)N(C)C)cc1
 : -5%	-10%	1%	19%	-3%	14%	-4%	6%	3
> NC(=S)Nc1cccc(-c2n[nH]c(=S)o2)c1
 : 0%	-3%	-2%	-19%	-5%	1%	290%[activator]	-3%	-7
> Cc1cccc(C)c1-n1c(C)cc(/C=C2\C(=O)NN(c3ccccc3)C2=O)c1C
 : ?	-9%	-18%	-1%	-10%	-1%	-16%	2%	-4

# For convenience, part of the list above.
# Under each structure: APEX1 inh	POLH inh	Anesthetic bind	RGS4 inh	Pol kappa inh	POLB inh	12-LOX inh	ERG Ets-DNA blk	LDHA inh
> N#CCSCC(=O)Nc1ccc(F)cc1
 : 2%	-1%	-5%	-14%	-15%	14%	1%	1%	-3
> Cc1cc(C)c(Cn2c3ccccc3c3cnn(CC(=O)NCCCc4ccccc4)c(=O)c32)c(C)c1
 : /	-19%	-16%	-15%	-8%	-22%	-19%	-3%	-14

# Additional results:
# Under each structure: APEX1 inh	POLH inh	Anesthetic bind	RGS4 inh	Pol kappa inh	POLB inh	12-LOX inh	ERG Ets-DNA blk	LDHA inh
> O=C(Nc1cccc(S(=O)(=O)NC2=NCCC2)c1)C1CCCCC1
 : 0%	10%	0%	-9%[11.4 µM]	6%	-2%	-7%	-9%	-1
> COC(=O)c1ccc(C2NCCc3cc(OC)c(OC)cc32)cc1 (centres undefined)
 : 12%	5%	-9%	12%	-7%	5%	3%	8%	0
> Cc1cccc(C(C)C)c1NC(=O)COC(=O)CCN1C(=O)C2CC=CCC2C1=O (centres undefined)
 : 33%	-18%	-8%	-24%	-4%	13%	-11%	9%	3
> O=C(NCCCN1CCCC1=O)Nc1ccc(Br)cc1Cl
 : 24%	-5%	-7%	-4%	-2%	24%	-2%	-2%	-3
> CCn1c(=S)[nH]c2sc3c(c2c1=O)CCCCC3
 : 2%	-3%	-5%	-27%	7%	0%	?	9%	2
> COC(=O)c1cccc(NC(=O)NC(=O)c2ccc(Cl)cc2)c1
 : 7%	-25%	1%	-30%	0%	1%	0%	1%	-1
> Cc1ccc(Cl)cc1N1CCN(C(=O)Cc2c(C(=O)O)[nH]c3ccc(Cl)cc23)CC1
 : -5%	?	-14%	-30%	2%	-23%	?	-4%	0
> COc1ccc(NC(=O)C2=CC(c3ccco3)=NS(=O)(=O)N2C)cc1OC
 : 11%	-10%&-14%	?	-18%&13%	-5%&-4%	29%&-1%	230%&-27%[activator]	-12%&6%	3&1
> CCOC(=O)N1CCC(N2CCN(S(=O)(=O)c3ccc(OC)cc3)CC2)CC1
 : 0%	-16%	-22%	14%	-18%	-8%	-20%	-1%	-15
> CC1(C)Cc2c(sc(NC(=O)Nc3ccccc3)c2C(N)=O)CO1
 : 2%	-14%	6%	-10%	-2%	0%	-4%	13%	9
> CCCN(CCO)Cc1ccc(Br)cc1
 : -1%	-8%	-13%	-9%	-4%	-2%	?	/	-18
> C=CCNc1cnn(-c2ccc(C)cc2)c(=O)c1Cl
 : 4%	1%	-10%	-5%	-8%	22%	11%	8%	-4
> COc1ccc(C2=C(C=O)Cc3ccccc3O2)cc1
 : /	-8%	/	-34%	-3%	/	?	2%	-3
> CCC(=O)Nc1cccc(C2=NN(c3ccccc3)C(c3ccc(OC)cc3)C2)c1 (centres undefined)
 : 6%	-15%	699%[activator]	-24%	9%	25%	?	-13%	0
> CCOC(=O)CN1C(=O)C(CC)Oc2ccccc21 (centres undefined)
 : 14%	-11%	-8%	15%	-1%	29%	11%	4%	0
> CC1(C)CC(=O)C2=C(C1)OC(N)=C(C#N)C2c1ccoc1 (centres undefined)
 : -2%	-12%	-5%	-15%	-1%	1%	4%	8%	2
> CC(=O)c1ccc(NC(=O)COC(=O)CCN2C(=O)c3cccc([N+](=O)[O-])c3C2=O)cc1
 : 8%	-2%	-8%	0%	6%	15%	-24%	4%	0
> Cc1cc(C)cc(NC(=O)c2oc3ccccc3c2COc2ccccc2)c1
 : -7%	-16%	-4%	8%	-10%	19%	-8%	-1%	-1
> O=[N+]([O-])c1cc([N+](=O)[O-])c(Oc2cccc3ccccc23)cc1NN1CCCCC1
 : /	-6%	/	10%	-9%	/	0%	-6%	5
> CCC(C)NC(=O)c1ccc2c(=O)n3c(nc2c1)CCCCC3 (centres undefined)
 : /	2%	7%	-17%	-3%	27%	0%	8%	-3

# Two entries picked at random from the list so far, as already listed:
# Under each structure: APEX1 inh	POLH inh	Anesthetic bind	RGS4 inh	Pol kappa inh	POLB inh	12-LOX inh	ERG Ets-DNA blk	LDHA inh
> CCOC(=O)CN1C(=O)C(CC)Oc2ccccc21 (centres undefined)
 : 14%	-11%	-8%	15%	-1%	29%	11%	4%	0
> COc1ccc(C2=C(C=O)Cc3ccccc3O2)cc1
 : /	-8%	/	-34%	-3%	/	?	2%	-3

# Other compounds.
# Under each structure: APEX1 inh	POLH inh	Anesthetic bind	RGS4 inh	Pol kappa inh	POLB inh	12-LOX inh	ERG Ets-DNA blk	LDHA inh
> CCn1c(SCC(=O)N(C)c2c(N)n(Cc3ccccc3)c(=O)[nH]c2=O)nc2ccccc21
 : 21%	-10%	1%	-21%	6%	1%	0%	86%[activator]	-2
> COc1ccc(NC(=O)c2c(C)cc(=O)oc2C)c(OC)c1
 : 2%	-6%	-3%	-6%	-1%	-26%	462%[activator]	-6%	-2
> C[C@H](CO)N1C[C@H](C)[C@H](CN(C)Cc2ccncc2)Oc2ccc(NC(=O)Nc3ccc(C(F)(F)F)cc3)cc2CC1=O
 : -3%	-22%	/	-19%	-4%	/	-4%	9%	5
> CCC(CC)C(=O)Nc1cccc(C(=O)Nc2nnc(C)s2)c1
 : -6%	4%	-10%	-8%	-6%	0%	-3%	-1%	-7
> COc1ccc(NC(=O)CN(C)C(=O)C2(c3ccccc3)CCCC2)cc1
 : 26%	-4%	/	2%	-17%	/	0%	-3%	-7
> O=S(=O)(c1cccc2nonc12)N1CCCCC1
 : -3%	-3%	-10%	-24%	0%	39%	-2%	1%	-9
> COc1ccc(-c2cc(C(=O)N(C)CCc3ccc(OC)c(OC)c3)c3ccccc3n2)cc1
 : -5%	-3%	1%	-4%	-6%	44%	0%	-1%	-1
> COc1ccc(/C=C2/SC(=S)N(CCCC(=O)Nc3ccc(O)cc3)C2=O)cc1OC
 : 38%	1%	?	16%	-5%	2%	0%	27%	-21
> O=C(COC(=O)c1ccccc1NC(=O)c1ccco1)NCCC1=CCCCC1
 : 0%	-12%	?	-7%	-7%	-3%	245%[activator]	0%	-10
> CCOC(=O)c1c(-c2ccccc2)oc2ccc(N(C(C)=O)S(=O)(=O)c3ccccc3)cc12
 : /	-19%	3%	-4%	-24%	2%	-17%	0%	-9
> CC(Cc1ccccc1)=NNS(=O)(=O)c1ccc([N+](=O)[O-])cc1
 : /	-8%	/	-22%	0%	/	20µM*	-5%	-2

# 3 compounds from above, sorted by length of the SMILES, low to high:
# Under each structure: APEX1 inh	POLH inh	Anesthetic bind	RGS4 inh	Pol kappa inh	POLB inh	12-LOX inh	ERG Ets-DNA blk	LDHA inh
> COc1ccc(NC(=O)CN(C)C(=O)C2(c3ccccc3)CCCC2)cc1
 : 26%	-4%	/	2%	-17%	/	0%	-3%	-7
> CC(Cc1ccccc1)=NNS(=O)(=O)c1ccc([N+](=O)[O-])cc1
 : /	-8%	/	-22%	0%	/	20µM*	-5%	-2
> COc1ccc(/C=C2/SC(=S)N(CCCC(=O)Nc3ccc(O)cc3)C2=O)cc1OC
 : 38%	1%	?	16%	-5%	2%	0%	27%	-21
